Tb MetRS inh: Trypanosoma brucei MetRS inhibition. purified T. brucei MetRS, ATP depletion, Kinase-Glo luminescence. inhibition, % at 11.9 µM. 360,000 tested, 0.4% active;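 active means inhibition above a per-plate cutoff of the control wells' mean inhibition plus 3 SD, cut at about 5.5% in these data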;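 further: 0% = DMSO wells median and 100% = median of wells with control inhibitor compound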
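Assay system: T. brucei methionyl-tRNA synthetase, purified | Medium: HEPES buffer with MgCl2, KCl, DTT, spermine, BSA, pyrophosphatase | Compound: 11.9 µM single point | Incubation: 15 min enzyme-compound preincubation, 2 h reaction, 10 min detection, 25 °C | Measured by: Kinase-Glo luciferase luminescence reporting remaining unconsumed ATP | Measure: % inhibition normalized to control-well medians | Replication: Singlicate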
SUMO1-SIM PPI: modulators of human SUMO1-mediated protein-protein interactions; P63165; SUMO1 binding to a labelled peptide, TR-FRET, 1 h; 360,000 tested, 0.33% active; inhibition, % at 20 µM; in the data active means inhibition above about 37%
Target sequence (P63165 whole entry, looked up): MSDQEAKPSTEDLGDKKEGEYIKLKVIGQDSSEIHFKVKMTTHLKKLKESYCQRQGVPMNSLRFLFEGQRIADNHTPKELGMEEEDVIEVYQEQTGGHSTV
DNMT1 block: DNMT1 (human) enzyme inhibition. DNMT1 molecular beacon, Hinp1I cleavage, fluorescence. inhibition (reported as % activation of signal), % at 10 µM. 360,000 tested, 0.83% active. AID 588458; in the data active means inhibition above about 50%
Scp1 inh: blocks human Scp-1 phosphatase activity; Q9GZU7; inhibition, % at 20 µM; AID 493091; Recombinant Scp1, phosphopeptide, malachite green phosphate absorbance; 340,000 tested, 0.88% active;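 active means inhibition above about 50% at 20 µM, limit read from the data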;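 further: plate controls were DMSO wells with enzyme for no effect and wells lacking enzyme for full effect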
Target sequence (Q9GZU7 76-261 limits assumed): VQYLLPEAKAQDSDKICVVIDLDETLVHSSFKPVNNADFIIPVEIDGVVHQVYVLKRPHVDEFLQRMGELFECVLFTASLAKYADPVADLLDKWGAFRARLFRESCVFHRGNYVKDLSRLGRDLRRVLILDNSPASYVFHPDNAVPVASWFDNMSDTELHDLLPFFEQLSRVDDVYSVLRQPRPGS
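System: SCP-1 catalytic domain; Reagent: Phospho 17-mer peptide substrate; Doses: one concentration, 20 µM, with 1.0% DMSO; Incubation: 45 min room-temperature reaction, 5 min colour, 30 min stabiliser; Signal: Phosphate-binding colour reagent, absorbance read at 630 nm.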
NadD block: NadD (S. aureus) enzyme inhibition | purified NadD enzyme, colorimetric absorbance read-out | inhibition, % at 20 µM | 360,000 tested, 0.78% active; in the data active means inhibition above about 26%; further: some compounds past the cut are filed as inactive
Rpn11 block: Rpn11 (human) deubiquitinase inhibition; O00487; human 26S proteasome, Ub4-pepOG fluorescence polarization; 20S core pre-blocked with epoxomicin; calls only at 20 µM; 360,000 tested, 0.59% active;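 active means inhibition at 20 µM, scaled to each plate's controls, above about 33%, limit read from the data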
STEP inh: STEP (human) phosphatase inhibition; AID 588621; inhibition, % at 20 µM; recombinant STEP, OMFP fluorogenic substrate, fluorescence; P54829; 360,000 tested, 0.25% active;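 active means inhibition at 20 µM, scaled per plate between control wells, above about 37%, limit read from the data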;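 further: 0% = DMSO with enzyme and substrate and 100% = substrate only without enzyme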
Target sequence (P54829 whole entry, looked up): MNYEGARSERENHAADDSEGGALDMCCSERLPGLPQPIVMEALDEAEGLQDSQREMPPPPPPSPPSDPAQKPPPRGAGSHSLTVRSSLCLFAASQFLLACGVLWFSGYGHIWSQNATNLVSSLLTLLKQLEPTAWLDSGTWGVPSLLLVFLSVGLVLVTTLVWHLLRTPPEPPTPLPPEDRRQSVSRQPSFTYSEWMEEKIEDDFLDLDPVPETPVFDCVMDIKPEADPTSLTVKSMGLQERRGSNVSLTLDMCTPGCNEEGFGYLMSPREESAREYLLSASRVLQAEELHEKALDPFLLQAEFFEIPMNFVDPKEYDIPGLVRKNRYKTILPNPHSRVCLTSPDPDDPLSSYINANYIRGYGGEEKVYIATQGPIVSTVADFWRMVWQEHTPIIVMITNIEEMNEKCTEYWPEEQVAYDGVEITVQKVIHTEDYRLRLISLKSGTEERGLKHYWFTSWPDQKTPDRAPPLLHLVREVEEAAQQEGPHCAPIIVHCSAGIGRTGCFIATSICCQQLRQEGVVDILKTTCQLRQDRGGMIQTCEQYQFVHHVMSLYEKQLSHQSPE
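System: isolated STEP enzyme; schedule: 20 min enzyme reaction at room temperature, protected from light; medium: Bis-Tris buffer pH 6.0, 2.5 mM DTT, 0.005% Tween 20; signal: fluorescence, 480/540 nm; dosing: single compound dose of 20 µM, 1% DMSO final; also added: OMFP substrate, 25 µM final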
MsrA inh: inhibitors of bovine MsrA; purified bovine MsrA, absorbance read-out; 360,000 tested, 0.75% active; AID 651718; inhibition, % at 15.5 µM; in the data active means inhibition above about 4.5%;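 further: 0% = vehicle wells with enzyme and 100% = reference inhibitor wells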
CSN deneddyl inh: CSN deneddylation inhibition. Q92905. Purified CSN, SCF-Nedd8-OG deneddylation, fluorescence polarization. inhibition, % at 12.5 µM. 360,000 tested, 0.38% active. AID 651999;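 active means pattern-corrected inhibition above about 35%, with an unprinted fluorescence ratio check between 0.5 and 1.5, limit read from the data, passing the limit was not always enough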;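 further: 0% = enzyme with substrate and 100% = substrate without enzyme; some results filed as inactive read as strong as hits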
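Assay system: purified human Csn5 enzyme expressed in HEK293T cells; Input: 0.24 nM Csn5 enzyme, final concentration; Reagent: 10 nM SCFSkp2-Nedd8OG; Compound dosing: 12.5 µM single point; Times: reaction 90 min, room temperature; Technique: fluorescence polarization readout.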
LMPTP inh: blocks human LMPTP phosphatase; inhibition, % at 20 µM; AID 651560; 360,000 tested, 0.22% active; recombinant LMPTP-A, OMFP fluorogenic substrate, fluorescence intensity; P24666;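 active means compounds that cut the enzyme signal by at least half of the control window in the single-dose screen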;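 further: plate controls were DMSO wells with enzyme plus substrate for no effect and substrate without enzyme for full effect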
Target sequence (P24666 whole entry, looked up): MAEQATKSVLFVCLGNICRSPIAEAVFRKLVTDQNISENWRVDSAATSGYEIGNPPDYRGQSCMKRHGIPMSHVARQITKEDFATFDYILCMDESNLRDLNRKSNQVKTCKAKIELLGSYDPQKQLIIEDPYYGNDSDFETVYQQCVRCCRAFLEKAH
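test system = LMPTP-A | amount = 0.625 nM LMPTP-A final | reagent = fluorogenic phosphatase substrate OMFP at 400 µM final | incubation = 50 min at room temperature | benchmarks = no-enzyme low control, uninhibited high control | medium = Bis-Tris pH 6.0, DTT, detergent | signal = fluorescence intensity of OMFP turnover product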
An asterisk follows results filed as active; i = inactive; nt = not tested or not shown. Compounds as they come; 3.9% or so of the library scored in one or more.

Sample of the layout, 11 compounds:
SMILES	Tb MetRS inh	SUMO1-SIM PPI	DNMT1 block	Scp1 inh	NadD block	Rpn11 block	STEP inh	MsrA inh	CSN deneddyl inh	LMPTP inh
CC1(C)CC(=O)C(=CN2CCN(C(=O)c3ccco3)CC2)C(=O)C1	-0.9	1	3	5	4	i	0	0.4	5	-2.5
O=C(O)CCC(=O)N1CCOc2ccc(Cl)cc21	-0.3	1	2	1	-3	i	5	-1.4	3	-1.0
COC(=O)[C@]12CCCCC=C1N(Cc1ccco1)C(=O)[C@H](CC(=O)NCCc1ccccc1OC)C2	-1.4	7	nt	nt	3	nt	nt	-0.2	-3	0.0
COc1ccc(-c2coc3c(CN4CCOCC4)c(O)ccc3c2=O)cc1	0.4	-2	0	-11	-2	i	-1	0.9	-6	-0.9
Cc1cc(C)c2[nH]c(C(=O)Nc3ccc(F)cc3Br)cc2c1	-0.4	-5	-8	-9	26	i	-1	1.1	-3	-0.7
Cc1cc(C)n(CC(O)CN2C(=O)NC(C)(C)C2=O)n1 (centres undefined)	0.1	1	2	-2	1	i	-1	-0.7	2	-1.0
Cc1ccc(NC(=O)c2cc(-c3ccc(C)o3)nc3ccccc23)nc1	-0.6	-9	76*	67*	8	i	16	-0.4	15	6.1
C[C@H](CO)N1C[C@H](C)[C@@H](CN(C)C(=O)NC2CCCCC2)Oc2c(NS(=O)(=O)c3cn(C)cn3)cccc2C1=O	-0.2	3	8	2	-1	i	-2	-0.3	-4	-0.8
CC(CNC(=O)CCc1ccccc1)NC(=O)CCc1ccccc1 (centres undefined)	0.2	-5	-2	-7	5	i	1	-0.7	2	-0.7
O=C(CCCc1nc(-c2ccccc2)no1)NCc1cccnc1	-0.9	0	-12	70*	1	i	3	-0.1	7	0.6
O=[N+]([O-])c1ccc(NNC(=S)Nc2ccccc2)cc1	0.9	-19	-7	-2	4	i	4	nt	6	4.8

Main list, repeating the preview:
SMILES	Tb MetRS inh	SUMO1-SIM PPI	DNMT1 block	Scp1 inh	NadD block	Rpn11 block	STEP inh	MsrA inh	CSN deneddyl inh	LMPTP inh
CC1(C)CC(=O)C(=CN2CCN(C(=O)c3ccco3)CC2)C(=O)C1	-0.9	1	3	5	4	i	0	0.4	5	-2.5
O=C(O)CCC(=O)N1CCOc2ccc(Cl)cc21	-0.3	1	2	1	-3	i	5	-1.4	3	-1.0
COC(=O)[C@]12CCCCC=C1N(Cc1ccco1)C(=O)[C@H](CC(=O)NCCc1ccccc1OC)C2	-1.4	7	nt	nt	3	nt	nt	-0.2	-3	0.0
COc1ccc(-c2coc3c(CN4CCOCC4)c(O)ccc3c2=O)cc1	0.4	-2	0	-11	-2	i	-1	0.9	-6	-0.9
Cc1cc(C)c2[nH]c(C(=O)Nc3ccc(F)cc3Br)cc2c1	-0.4	-5	-8	-9	26	i	-1	1.1	-3	-0.7
Cc1cc(C)n(CC(O)CN2C(=O)NC(C)(C)C2=O)n1 (centres undefined)	0.1	1	2	-2	1	i	-1	-0.7	2	-1.0
Cc1ccc(NC(=O)c2cc(-c3ccc(C)o3)nc3ccccc23)nc1	-0.6	-9	76*	67*	8	i	16	-0.4	15	6.1
C[C@H](CO)N1C[C@H](C)[C@@H](CN(C)C(=O)NC2CCCCC2)Oc2c(NS(=O)(=O)c3cn(C)cn3)cccc2C1=O	-0.2	3	8	2	-1	i	-2	-0.3	-4	-0.8
CC(CNC(=O)CCc1ccccc1)NC(=O)CCc1ccccc1 (centres undefined)	0.2	-5	-2	-7	5	i	1	-0.7	2	-0.7
O=C(CCCc1nc(-c2ccccc2)no1)NCc1cccnc1	-0.9	0	-12	70*	1	i	3	-0.1	7	0.6
O=[N+]([O-])c1ccc(NNC(=S)Nc2ccccc2)cc1	0.9	-19	-7	-2	4	i	4	nt	6	4.8
O=C(O)CCc1ccc(-c2ccc(Cl)cc2)n1CCC(=O)O	-0.1	3	9	-4	1	i	4	0.7	4	0.8
Cc1cc(Cl)cc(C)c1OCC(=O)O	-2.8	2	3	-7	-2	i	0	2.6	0	-1.3
C(=NOCCc1ccccc1)c1cccnc1	0.0	1	1	-1	0	i	-3	0.7	5	-1.1
CC(C)C[C@@H]1COc2cc(N3CCC[C@@H]3CO)ccc2S(=O)(=O)N1	-0.7	0	nt	nt	0	nt	nt	-1.0	-1	0.5
Cc1ccc(S(=O)(=O)NC(C(=O)N2CCOCCOCCOCCOCC2)c2ccccc2)cc1 (centres undefined)	-0.9	2	6	-5	-6	i	-1	1.4	-4	0.0
COC(=O)Cc1c(O)ccn(Cc2ccccc2OC)c1=O	-0.7	3	1	-11	2	i	-2	1.0	-1	-1.8
O=C(Nn1c(-c2ccc(Br)cc2)nc2ccccc2c1=O)c1cccnc1	0.2	1	-4	-1	7	i	-1	0.6	0	-0.2
Cc1ccc(CNC(=O)/C=C/c2ccc(S(=O)(=O)NCc3ccco3)cc2)cc1	0.5	20	4	-5	-3	i	2	1.0	0	1.1
CC(C)C1C(=O)N(Cc2cn(CCC3OCCO3)nn2)CCS(=O)(=O)N1Cc1ccc(-c2ccncc2)cc1 (centres undefined)	-0.6	7	-2	nt	15	i	-2	0.0	-4	-0.8
COc1cc(NC(=O)c2cc([N+](=O)[O-])ccc2N2CCOCC2)ccc1NC(=O)c1ccco1	-0.3	-15	-2	-1	3	i	0	-0.8	1	-0.5
Cn1c(=O)c2cc(S(=O)(=O)NCCC(=O)N3CC=C(c4ccccc4)CC3)ccc2n(C)c1=O	-0.5	9	-1	-3	4	i	-1	0.3	2	0.1
CCN(CC)Cc1oc(CO)cc(=O)c1O	-0.6	-4	49	30	8	i	2	-1.2	3	1.2
COc1ccc2[nH]cc(CCNC(=O)Cc3ccc(Br)cc3)c2c1	-1.8	-1	-16	-7	-7	i	2	0.7	-5	1.2
Cc1cccnc1NC(=O)c1ccc(S(=O)(=O)N2CCCC2)cc1	-0.4	2	1	nt	-6	i	-2	1.0	-1	-2.3
CC1=C(C(=O)OC(C)C)C(c2ccco2)NC(=O)N1 (centres undefined)	-0.9	-1	38	6	-1	i	3	0.1	14	-1.0
Nc1nc2ccccc2n1CCOc1ccc(Cl)cc1	26*	3	-1	-2	-17	i	-2	1.2	-1	6.4
O=C1CCc2cc(S(=O)(=O)NCCC(=O)NC3CCN(Cc4ccccc4)CC3)ccc2N1	-0.4	-4	-1	-6	4	i	1	0.4	-2	-1.7
CCCCCn1c(N2CCN(Cc3ccccc3)CC2)nc2c1c(=O)[nH]c(=O)n2C	-0.3	-1	-4	-3	8	i	15	0.5	0	-4.7
Clc1ccc(CN2C3=NCCN3c3ccccc32)cc1Cl	7.4*	-2	0	-5	1	i	2	0.1	7	-0.2
Cc1nc2ccccn2c1-c1ccnn1S(=O)(=O)c1ccc(F)cc1	-0.4	8	0	-5	1	i	0	1.5	-3	1.5
COc1ccc(C(=O)/C=C/C(=O)N(Cc2ccccc2)C(C(=O)NC2CCCCC2)c2ccncc2)c(O)c1 (centres undefined)	0.3	4	-6	-5	6	i	1	0.4	-2	0.0
Nc1nc(-c2sc3nc4c(cc3c2N)CCCC4)nc(N2CCOCC2)n1	0.0	-6	-3	-9	0	i	2	nt	-3	3.1
COc1ccc([N+](=O)[O-])cc1NC(=O)Nc1ccc(OC)c(OC)c1	-0.7	-12	3	2	-2	i	-4	2.4	1	0.7
CC(=O)N1SC(N)=NC1c1ccccc1 (centres undefined)	0.9	0	-1	-5	-1	i	1	-0.8	-7	-1.2
O=C(CSc1nnc(-c2ccccn2)n1Cc1ccco1)c1ccccc1	-0.3	-2	-1	-2	-3	i	2	-0.3	5	-0.2
CCOc1ccc(S(=O)(=O)N(CC)CC(=O)N2CCOCC2)cc1C	-0.5	-1	2	-5	3	i	0	0.6	4	-1.2
Cc1ccc(S(=O)(=O)n2nc(-c3ccco3)nc2N)cc1	-0.1	-2	-3	-7	-3	i	-3	-0.6	3	0.1
Cc1ccc(C(=O)c2ccccc2C(=O)OCC(=O)N2C(C)CCCC2C)cc1 (centres undefined)	-0.3	4	2	-13	-3	i	4	-0.3	1	0.1
Cc1cc(OCC(=O)Nc2ccc(S(=O)(=O)N3CCN(C)CC3)cc2)ccc1Br	-0.4	4	-4	-5	-8	i	2	-0.9	7	-5.2
CN(Cc1ccccc1F)C(=O)c1ccccc1Sc1ccccc1C#N	-0.3	-6	-2	-17	0	i	-1	-1.1	2	-7.5
CCN(CC)C(=S)NC(=O)Cc1ccccc1	-1.3	-3	8	-4	-6	i	-1	0.2	1	0.0
COc1cc(/C=C2/SC(=S)N(CCC(=O)Nc3ccccc3)C2=O)cc(OC)c1OC	0.7	-6	-8	-12	3	i	-1	-0.7	5	0.6
CCOc1ccccc1N(CC(=O)NCCc1ccccc1)C(=O)CCC(=O)Nc1ccccn1	-0.2	3	-2	-7	0	i	3	1.0	1	-1.0
CCCN(C(=O)c1cc(Cl)nc2ccccc12)C1CCS(=O)(=O)C1 (centres undefined)	-0.3	0	1	-7	-10	i	-2	-0.7	5	1.0
COc1ccc(CCNc2nc(N3CCCCC3)nc(N3CCCCC3)n2)cc1OC	-1.9	-1	5	13	-6	i	2	-0.2	5	5.2
CCCc1nnc2n1N=C(c1ccc(OC)c(OC)c1)CS2	-0.6	-5	3	6	3	i	0	2.5	-5	-1.3
COc1ccc2[nH]c(=O)c(CN(Cc3cccnc3)C(=S)NCC3CCCO3)cc2c1 (centres undefined)	0.3	1	-1	1	1	i	2	0.7	0	-1.0
COc1cc(OC)cc(OCC(O)Cn2cnc(-c3ccccc3)c2)c1 (centres undefined)	-0.4	-5	-4	-2	3	i	0	-1.2	-2	2.3
C/C(=N\NC(=O)c1ccoc1C)c1cccnc1	-0.3	1	3	-7	1	i	0	-0.6	0	-0.2
O=C(CSc1nnnn1C1CC1)Nc1cc(S(=O)(=O)N2CCCC2)ccc1Cl	-0.1	2	-4	25	1	i	0	0.9	0	0.1
O=C(CN1C(=O)/C(=C/c2ccccc2F)Sc2ccccc21)NCCCN1CCOCC1	-0.6	-19	2	-6	-2	i	3	-0.5	0	-2.2

Bioassay records: PubChem, several laboratories
